# Screens (PubChem BioAssay)
# APOBEC3G inh = APOBEC3G DNA deaminase inhibitors, primary screen, biochemical, fluorescence, single-stranded DNA substrate, uHTS; inhibition, % at 20 µM; AID 493012, 2011; DNA dC->dU-editing enzyme APOBEC-3G (Homo sapiens), Q9HC16; recombinant A3G, ssDNA deamination FAM/TAMRA fluorescence; hit rate 0.28% among 330,000;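 active means inhibition of at least 40% at 20 µM, with no more than 30% in the related APOBEC3A deaminase screen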;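 further: plate controls were DMSO wells with A3G for no effect and wells lacking A3G enzyme for full effect; some compounds called inactive have numbers as strong as hits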
# Target sequence (Q9HC16 whole entry, looked up): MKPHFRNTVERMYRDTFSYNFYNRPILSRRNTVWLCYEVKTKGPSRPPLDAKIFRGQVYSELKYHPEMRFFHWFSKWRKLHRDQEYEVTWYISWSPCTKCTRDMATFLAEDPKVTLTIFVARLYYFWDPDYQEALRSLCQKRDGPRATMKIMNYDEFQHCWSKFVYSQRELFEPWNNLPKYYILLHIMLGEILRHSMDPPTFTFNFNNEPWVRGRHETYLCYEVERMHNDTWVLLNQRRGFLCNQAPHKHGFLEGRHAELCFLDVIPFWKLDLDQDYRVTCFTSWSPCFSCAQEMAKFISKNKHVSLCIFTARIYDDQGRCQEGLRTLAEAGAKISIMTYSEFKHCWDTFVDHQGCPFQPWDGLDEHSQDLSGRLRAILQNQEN
# hIAP inh = human IAP inhibitors, primary screen, biochemical, luminescence, uHTS. hit rate 0.12% among 330,000. purified IAP, CDP-Star luminescence, 30 min. Intestinal-type alkaline phosphatase (Homo sapiens), P09923. inhibition, % at 10 µM;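 active means inhibition reaching a set limit with compound at 10 µM in the primary screen, cut at about 35% in these data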;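 further: plate controls were DMSO wells with enzyme for no effect and no-enzyme buffer wells for full effect; values of inactives mirror those of a sister screen read the other way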
# hIAP activ = human IAP activators, primary screen, biochemical, luminescence, uHTS; hit rate 0.16% among 330,000; activation factor at 10 µM; AID 2524, 2010; purified human IAP, CDP-Star luminescence, 30 min; hits give high values; 1 = vehicle-only enzyme, 0 = enzyme-free background; Intestinal-type alkaline phosphatase (Homo sapiens), P09923;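 active means activation factor of the enzyme at least 2-fold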; further: the source names both 10 and 20 µM as test concentration; values of inactives mirror those of a sister screen read the other way
# SENP1 FRET inh = human SENP1 catalytic domain inhibitors, primary screen, biochemical, FRET, uHTS | inhibition, % at 10 µM | Sentrin-specific protease 1 (Homo sapiens), Q9P0U3 | recombinant SENP1 catalytic domain, CyPet-SUMO1-YPet FRET cleavage | AID 624204, 2012 | hit rate 0.21% among 360,000;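 active means inhibition at least 30% at 10 µM, raw YFP signal under a set limit, fluorescence ratio 0.5 to 1.5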;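 further: 0% = enzyme with DMSO and 100% = no enzyme wells; some results filed as inactive read as strong as hits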
# Target sequence (Q9P0U3 419-644 limits assumed): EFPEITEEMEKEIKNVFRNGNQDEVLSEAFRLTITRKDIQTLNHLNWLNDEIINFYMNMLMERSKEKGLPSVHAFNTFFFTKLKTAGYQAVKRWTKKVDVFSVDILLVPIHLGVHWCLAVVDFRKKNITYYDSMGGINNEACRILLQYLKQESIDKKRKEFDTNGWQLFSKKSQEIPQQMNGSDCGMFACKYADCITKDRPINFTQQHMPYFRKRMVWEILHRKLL
#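 Assay system: hSENP1 catalytic domain, recombinant. Amount: SENP1 enzyme, 20 pM final. Schedule: 50 min reaction, RT, dark. Technique: FRET, CFP and YFP emission. Control set: no-enzyme wells low, DMSO-plus-enzyme wells high control.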
# mIAP act = activators of mouse IAP, primary screen, biochemical, luminescence, uHTS. activation factor at 10 µM. hit rate 0.24% among 330,000. intestinal alkaline phosphatase [Mus musculus]. muIAP, CDP-Star luminescence, 30 min; hits give high values; 1 = vehicle-only enzyme signal, 0 = enzyme-free wells;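 active means activation factor of at least 2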; further: the source names both 10 and 20 µM as test concentration; values of inactives mirror those of a sister screen read the other way
#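 System: Mouse IAP enzyme | Also added: CDP-Star substrate | Dosing: Compounds dispensed in DMSO | Schedule: 30 min enzyme-substrate-compound incubation at room temperature | Technique: Chemiluminescence readout | Control set: DMSO-only wells and no-enzyme negative control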
# A3A deaminase = APOBEC3A ssDNA deaminase inhibitors, primary screen, selectivity assay for APOBEC3G inhibitor project, biochemical, FAM/TAMRA oligo cleavage fluorescence; DNA dC->dU-editing enzyme APOBEC-3A (Homo sapiens), P31941; recombinant A3A, FAM/TAMRA ssDNA deamination fluorescence; inhibition, % at 20 µM; hit rate 0.41% among 330,000;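 active means at least 40% inhibition at 20 µM here, with at most 30% in a related deaminase screen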;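 further: plate controls were A3A with DMSO for no effect and wells lacking A3A enzyme for full effect; some results filed as inactive read as strong as hits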
# Target sequence (P31941 whole entry, looked up): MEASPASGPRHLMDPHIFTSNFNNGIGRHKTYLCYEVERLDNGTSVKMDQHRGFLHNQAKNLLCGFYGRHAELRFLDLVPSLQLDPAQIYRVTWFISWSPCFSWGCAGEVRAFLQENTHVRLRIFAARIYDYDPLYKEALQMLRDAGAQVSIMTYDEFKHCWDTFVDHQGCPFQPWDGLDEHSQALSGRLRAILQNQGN
# mIAP block = inhibitors of mouse IAP, primary screen, biochemical, luminescence, uHTS. inhibition, % at 10 µM. purified mouse IAP, CDP-Star luminescence, 30 min. hit rate 0.2% among 330,000. AID 2806, 2010;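 active means inhibition of at least 40% at 10 µM in the primary screen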;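 further: plate controls were DMSO with enzyme for no effect and no enzyme wells for full effect; values of inactives mirror those of a sister screen read the other way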
# NALP3 yeast inh = NALP3 inflammasome inhibitors in reconstituted yeast, primary screen, luminescence, uHTS; Yeast reconstituted NLRP3/ASC/caspase-1, beta-gal luminescence, 24 h; inhibition, % at 10 µM; hit rate 0.39% among 330,000; AID 2825, 2010;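 active means inhibition of 50% or more; inactive means inhibition below 50%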;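 further: plate controls were induced DMSO wells for no effect and uninduced yeast grown without galactose for full effect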
# beta cell repl = inducers of MIN6 beta-cell proliferation, primary screen, ATP luminescence, uHTS; AID 2380, 2010; MIN6 cells proliferation, ATPlite luminescence, 48 h; cells starved in 0.2% serum; 100% = growth in 10% serum; proliferation, % at 10 µM; hit rate 0.29% among 330,000;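 active means compounds whose signal lies at least 3.5 SD above the mean of all wells on their plate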;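 further: 0% = DMSO-treated cells in low-serum medium and 100% = 10% serum control; some compounds called inactive have numbers as strong as hits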
# * marks the source's active call; other numbers are inactive results. An excerpt. The share of hits here may be higher or lower than overall.
# Preview (two entries):
SMILES,APOBEC3G inh,hIAP inh,hIAP activ,SENP1 FRET inh,mIAP act,A3A deaminase,mIAP block,NALP3 yeast inh,beta cell repl
NC(=O)c1ccc(NC(=O)c2cc(S(=O)(=O)N3CCCCC3)ccc2N2CCOCC2)cc1,-5,3,0.97,-2,1,4,-4,19,-3
C[C@H]1COC(=O)[C@H](NC(=O)OCC2c3ccccc3-c3ccccc32)C/C=C\C[C@H](CC(=O)N(CCO)Cc2ccccc2)C(=O)N1,-9,-7,1.1,-3,0.94,-3,6,19,-5

# All compounds of this part, from the start:
SMILES,APOBEC3G inh,hIAP inh,hIAP activ,SENP1 FRET inh,mIAP act,A3A deaminase,mIAP block,NALP3 yeast inh,beta cell repl
NC(=O)c1ccc(NC(=O)c2cc(S(=O)(=O)N3CCCCC3)ccc2N2CCOCC2)cc1,-5,3,0.97,-2,1,4,-4,19,-3
C[C@H]1COC(=O)[C@H](NC(=O)OCC2c3ccccc3-c3ccccc32)C/C=C\C[C@H](CC(=O)N(CCO)Cc2ccccc2)C(=O)N1,-9,-7,1.1,-3,0.94,-3,6,19,-5
CCOc1cc2c(cc1OCC)C(c1ccc(OC)c(OC)c1)N(c1ccc(C(=O)O)cc1)C(=O)C2 (stereo not given),-4,6,0.94,0,0.99,1,1,19,1
CC(C)(C)c1ccc(S(=O)(=O)N2CCN(C(=O)C3CCC3)CC2)cc1,-7,-13,1.1,3,1,-1,-2,24,-3
O=[N+]([O-])c1ncccc1OCc1ccc(-c2ccccc2)cc1,-13,15,0.85,1,0.86,8,14,41,-7
Cc1ccc(S(=O)(=O)N2CCN(C(=O)COC(=O)c3cccnc3Cl)CC2)c(C)c1,-2,10,0.9,1,1,11,-3,5,-1
CCn1c(SCC(=O)NCc2ccccc2)nnc1-c1cccnc1,-3,2,0.98,1,0.95,-3,5,-16,0
Cc1ccn2cc(-c3cccc([N+](=O)[O-])c3)nc2c1,-3,17,0.83,0,1,2,-2,28,-4
CCOc1ccccc1CNC(=O)CCCn1ccc2cc(S(=O)(=O)N3CCCC3)ccc21,-3,-12,1.1,0,1.1,0,-8,-4,-3
C/C(=C\C=C\c1ccccc1)C(=O)c1c(C)cc(C)[nH]c1=O,-9,-10,1.1,-1,1,-6,-3,16,-5
O=c1c2c3c(sc2nc(NCCOCCO)n1Cc1ccco1)CCCCC3,-2,14,0.86,1,0.9,-1,10,3,0
C=CCN(c1ccc(Cl)cc1)S(=O)(=O)c1cccc(C(=O)OCC(=O)N(C)C)c1,-7,7,0.93,-2,0.96,0,4,8,-4
CCCNC(=O)NC(=O)CSc1nnc(-c2c[nH]c3ccccc23)o1,-8,9,0.91,3,0.99,-4,1,4,-1
Cc1c(C(=O)O)cc(C(C)(C)C)n1CCSCCO,-1,-18,1.2,0,1.1,-1,-8,12,4
Cc1cc(C)nc(NS(=O)(=O)c2ccc(NC(=O)Cc3ccccc3)cc2)n1,-4,12,0.88,0,0.86,-2,14,0,1
Cc1ccc(F)cc1NC(=O)C1CC(=O)N(CCc2ccccc2)C1 (stereo not given),7,-7,1.1,2,1,4,-1,19,-1
Cc1cc(Cl)ccc1C(=O)C1CCCN(C(=O)CN2CCOC2=O)C1 (stereo not given),-5,9,0.91,2,0.93,-1,7,11,-2
Cc1ccc(NC(=S)NNC(=O)c2nn(C)cc2Cl)cc1,1,2,0.98,5,0.92,-3,8,7,3
COc1cc(/C=C/C(=O)OCC(=O)c2ccc(S(=O)(=O)N3CCCCC3)cc2)cc(OC)c1OC,2,15,0.85,4,1,0,-2,24,-2
COc1cc(C(=O)NCC(C)C)cc(OC)c1OC,-11,-4,1,1,1.1,-3,-7,-1,-2
CCOCCn1c(CN2CCN(C(=O)c3ccco3)CC2)nc2c1c(=O)n(C)c(=O)n2C,-15,-8,1.1,0,1,-6,-4,0,-3
NC(=O)c1cc([N+](=O)[O-])ccc1NCc1ccc(C(=O)O)cc1,-7,-1,1,-1,0.66,-3,34,13,2
Cc1nn(Cc2ccccc2)c(Cl)c1C(=O)NCCc1ccc(Cl)cc1,-1,-8,1.1,-2,0.98,2,2,13,0
Cc1nccn1CC(=O)N/N=C/c1c[nH]c2ccccc12,-3,14,0.86,3,0.98,-1,2,15,-3
O=C(CO/N=C/c1ccccc1OC(F)F)N1CCc2ccccc21,5,10,0.9,0,1,0,-2,-13,1
Cc1ccccc1CN1CCCC(C(=O)N2CCCCC2)C1 (stereo not given),-9,-3,1,2,0.94,-1,6,12,-2
O=C1CSC(c2ccccc2F)N1c1ccccc1F (stereo not given),-4,-12,1.1,3,1,-1,-1,11,-1
CCCCC(CC)CNC(=O)CN(C)S(=O)(=O)c1cccc2nsnc12 (stereo not given),1,7,0.93,1,0.91,3,10,-2,-2
Cc1noc(C)c1COc1ccc(CC(=O)NCc2ccccc2)cc1,0,-1,1,0,0.95,1,5,7,-2
CC1CCN(c2cc(N(C)CCO)c([N+](=O)[O-])c3nonc23)CC1,0,-7,1.1,6,0.93,1,7,20,-2
CCOC(=O)C(NCCc1ccccc1F)(NC(C)=O)C(F)(F)F (stereo not given),-7,-8,1.1,1,0.99,2,0,3,0
CCn1c(SCC(=O)NC(C)(C)C)nc(O)cc1=O,-4,-20,1.2,3,1,-5,-2,21,-1
O=C(CN1C(=O)c2ccccc2S1(=O)=O)N1CCN(Cc2ccc3c(c2)OCO3)CC1,-1,9,0.91,1,1,0,-4,10,-3
COCCCN1C(=O)C(=O)/C(=C(/O)c2ccc(S(=O)(=O)N3CCCCC3)cc2)C1c1ccc(OC)cc1 (stereo not given),0,-21,1.2,0,1,-1,-4,4,1
COc1cccc(Nc2n[nH]c(=S)s2)c1,58*,-5,1.1,1,0.92,1,8,0,0
COc1ccc(N2CCN(C(CNC(=O)c3cccc(Cl)c3)c3cccnc3)CC2)cc1 (stereo not given),-1,5,0.95,-1,1.1,3,-6,-3,-3
Cc1cc2occ(CC(=O)NC3(C)CCS(=O)(=O)C3)c2cc1C (stereo not given),-9,9,0.91,0,0.96,-3,4,14,0
CCOc1ccc(C2NC(=O)C(C#N)=C(S)N2c2cccc(C)c2)cc1OC (stereo not given),-11,5,0.95,-6,0.93,-4,7,6,-3
C=CCOc1ccc(C2OC34CCCCC3C(C#N)(C#N)C2(C#N)C(=N)O4)cc1 (stereo not given),-3,-4,1,-23,0.89,-1,11,19,2
CN(CC(=O)Nc1ccc(Cl)c(C(F)(F)F)c1)Cc1cc(=O)n2ccsc2n1,-6,-7,1.1,-1,1,0,-1,-12,1

# Whole records from above. Order of screens: APOBEC3G inh | hIAP inh | hIAP activ | SENP1 FRET inh | mIAP act | A3A deaminase | mIAP block | NALP3 yeast inh | beta cell repl
# `O=C(CO/N=C/c1ccccc1OC(F)F)N1CCc2ccccc21` is listed as 5 | 10 | 0.9 | 0 | 1 | 0 | -2 | -13 | 1
# `C=CCOc1ccc(C2OC34CCCCC3C(C#N)(C#N)C2(C#N)C(=N)O4)cc1` (stereo not given) is listed as -3 | -4 | 1 | -23 | 0.89 | -1 | 11 | 19 | 2
# `Cc1ccc(NC(=S)NNC(=O)c2nn(C)cc2Cl)cc1` is listed as 1 | 2 | 0.98 | 5 | 0.92 | -3 | 8 | 7 | 3
# `O=C1CSC(c2ccccc2F)N1c1ccccc1F` (stereo not given) is listed as -4 | -12 | 1.1 | 3 | 1 | -1 | -1 | 11 | -1
# `CCOc1ccccc1CNC(=O)CCCn1ccc2cc(S(=O)(=O)N3CCCC3)ccc21` is listed as -3 | -12 | 1.1 | 0 | 1.1 | 0 | -8 | -4 | -3

# The list goes on:
SMILES,APOBEC3G inh,hIAP inh,hIAP activ,SENP1 FRET inh,mIAP act,A3A deaminase,mIAP block,NALP3 yeast inh,beta cell repl
COc1ccc(Nc2nc(S(=O)(=O)c3ccc(C)cc3)c(Cl)s2)cc1,-5,-9,1.1,-1,0.97,-3,3,46,-5
NC(=NC1CCCCC1)NS(=O)(=O)c1ccccc1,-7,3,0.97,1,1,-4,-4,20,-4
CSCCC(NC(=O)c1ccc([N+](=O)[O-])cc1Cl)C(=O)OCC(=O)NCCCc1ccccc1 (stereo not given),-1,9,0.91,0,0.96,0,4,13,-3
CC(NCC1COc2ccccc2O1)C1COc2ccccc2O1 (stereo not given),-5,-4,1,1,1,0,-2,8,0
CCCCNC(=O)c1ccc(-n2c(=S)[nH]c3ccccc3c2=O)cc1,-4,5,0.95,0,1.1,-3,-6,0,1
CSCCC(NC(=O)c1ccc([N+](=O)[O-])cc1Cl)C(=O)OCC(=O)NCC(F)(F)F (stereo not given),1,-14,1.1,2,1,-3,0,10,-1
c1ccc2c(c1)CCCN2Cc1nnnn1C1CCCC1,2,21,0.79,-16,1,-1,-3,3,-2
N#CC(C#N)C(c1ccsc1)c1c(-c2ccccc2)[nH][nH]c1=O (stereo not given),0,-4,1,-2,0.99,3,1,20,-1
COc1ccc(OC)c(NC(=O)[C@H]2CC=CC[C@H]2C(=O)O)c1,-3,-5,1.1,1,0.98,2,2,-1,-3
COc1ccc(Cl)cc1NC(=S)NC1CCCC1,-6,-8,1.1,2,1.3,-4,-28,21,-2
COc1cccc(C(=O)Nc2cc(C(=O)NCc3ccc(C)cc3)ccc2N2CCC3(CC2)CC(c2ccccc2)=NO3)c1,-12,16,0.84,0,1.1,0,-7,12,1
CN1C(=O)[C@H]2[C@@H](/C=C/c3ccccc3)N3C(=O)CN(Cc4ccccn4)C(=O)[C@@]3(C)[C@H]2C1=O,-7,-11,1.1,-20,1,0,-4,9,-3
COc1cccc(OC)c1C(=O)Nc1cc(Cl)ccc1N1CCOCC1,2,3,0.97,0,1.1,5,-10,5,0
Cc1nc(N)c(C#N)c(-c2ccc3c(c2)OCO3)c1C,-4,-13,1.1,-6,0.89,1,11,32,5.3*
Cc1ccc(C)c(Cn2c(C(=O)OC(C)C)cc3c2ccn3C)c1,-5,-6,1.1,-15,0.98,0,2,-3,-5

# Three structures out of the list, arranged by formula weight, lowest first.
SMILES,APOBEC3G inh,hIAP inh,hIAP activ,SENP1 FRET inh,mIAP act,A3A deaminase,mIAP block,NALP3 yeast inh,beta cell repl
Cc1nc(N)c(C#N)c(-c2ccc3c(c2)OCO3)c1C,-4,-13,1.1,-6,0.89,1,11,32,5.3*
CN1C(=O)[C@H]2[C@@H](/C=C/c3ccccc3)N3C(=O)CN(Cc4ccccn4)C(=O)[C@@]3(C)[C@H]2C1=O,-7,-11,1.1,-20,1,0,-4,9,-3
COc1cccc(C(=O)Nc2cc(C(=O)NCc3ccc(C)cc3)ccc2N2CCC3(CC2)CC(c2ccccc2)=NO3)c1,-12,16,0.84,0,1.1,0,-7,12,1
